Screening data (PubChem BioAssay)
All columns: NCI-60 one-dose screen, growth in % after 48 h at 10 µM unless noted; 100 = growth as untreated, 0 = no growth, -100 = all killed.
SW-620: SW-620 colon cancer; 82,000 tested, 5.2% active
UO-31: UO-31 renal cancer; 81,000 tested, 5.2% active; AID 1794768
HT29: HT29 colon cancer; 81,000 tested, 7.4% active
HCT-116: HCT-116 colon cancer; 82,000 tested, 7.3% active; AID 1794798
SN12C: SN12C renal cancer cells; 81,000 tested, 3.8% active
TK-10: TK-10 renal cancer cells | 81,000 tested, 3.9% active | AID 1794769
HCC-2998: HCC-2998 colon cancer | 79,000 tested, 4.7% active | AID 1794799
786-0: 786-0 renal cancer cells; AID 1794775; 81,000 tested, 5.1% active
HCT-15: HCT-15 colon cancer | 82,000 tested, 5.2% active
* = called active by the depositor; · = not tested or not shown; & = joins results of further samples; ! = not confirmed by another sample. How the source made its calls: active means growth percent below 10; inactive means the rest. An unsorted share of the library. Share with any hit: about 12%.

SMILES	SW-620	UO-31	HT29	HCT-116	SN12C	TK-10	HCC-2998	786-0	HCT-15
Cc1ccccc1NC(=O)c1sc2nc(C)c(C(C)O)cc2c1N (stereo not given)	37	70	3.1*	22	51	52	68	57	35
CN1C(=O)C(C(=O)/C=C/c2ccc3c(c2)OCO3)C(=O)N(C)C1=O	69	69	70	45	69	109	92	74	49
CCOC(=O)c1ccc2nc(-c3c(C)nn(-c4ccccc4)c3N3CCOCC3)[nH]c2c1	97	69	110	93	91	147	96	104	103
CCOc1ccc(/C=N/NC(=O)c2cccc3ccccc23)cc1OCC	105	82	103	103	96	111	105	102	97
CCS(=O)(=O)CCCl	102	·	110	99	98	96	125	105	92
COc1ccc(CN2CC3CC3(COc3nc(C)cs3)C2)cc1F (stereo not given)	98	75	114	103	107	93	110	103	92
CC(=O)c1c(-c2ccccc2C(=O)O)nc2c(-c3nc4ccccc4s3)c(Nc3ccccc3)nn2c1C	107	75	100	98	88	130	107	102	89
N#CCCN/N=C\c1ccc2c(c1)OCO2	95	76	107	100	97	128	120	99	102
Ic1ccc2ccccc2c1	112	88	111	104	96	124	93	109	107
CC(C)=C(c1ccccc1)c1ccccc1	103	97	106	112	111	119	110	115	105
N#CCC(=O)Nc1ncc(Cc2ccccc2Cl)s1	96	73	93	90	92	88	80	89	73
C/C(=N\NC(=O)c1ccccc1O)c1cccc(/C(C)=N/NC(=O)c2ccccc2O)n1	31	39	41	27	55	41	18	34	42

Pulled by structure from the list above, 2 records:
SMILES	SW-620	UO-31	HT29	HCT-116	SN12C	TK-10	HCC-2998	786-0	HCT-15
Cc1ccccc1NC(=O)c1sc2nc(C)c(C(C)O)cc2c1N (stereo not given)	37	70	3.1*	22	51	52	68	57	35
CCOC(=O)c1ccc2nc(-c3c(C)nn(-c4ccccc4)c3N3CCOCC3)[nH]c2c1	97	69	110	93	91	147	96	104	103

Following part.
SMILES	SW-620	UO-31	HT29	HCT-116	SN12C	TK-10	HCC-2998	786-0	HCT-15
Cc1ncc(O)c(CO)c1O	103	93	100	91	91	109	98	100	100
Cc1cccc2c1nc(-c1ccc3c(c1)OCO3)n2Cc1c(F)cccc1F	74	66	72	79	83	84	100	82	81
COc1ccc(-c2nc3sccn3c2-c2nc3ccc(Cl)cc3[nH]2)cc1	96	88	98	96	103	93	100	99	92
Cc1nn(-c2ccccc2)c2nc3c(cc12)C(=O)CC3	98	92	106	99	99	121	97	103	101
CC(CCc1ccc(O)cc1)NCC(O)c1ccc(O)cc1 (stereo not given)	98	90	97	101	99	97	·	103	99
COc1ccc(-c2c[nH]c(C(=O)NCCCO)c2-c2cc(OC)c3c(c2OC)OCO3)cc1	99	82	115	98	96	104	102	95	101
Cc1c(-c2nc3ccc(F)cc3c(=O)[nH]2)c2ccccc2n1C	16	54	11	25	39	83	53	38	23
CN=c1scc(-c2ccc(Br)cc2)n1NC(=O)Cn1nc(-c2ccccc2)ccc1=O	81	44	91	63	88	100	89	84	58
CC1=C(C)C(=O)C(Nc2cccc(C)c2)=C(Br)C1=O	107	80	105	77	97	152	111	107	98
CC[C@H](c1ccc(F)cc1)[C@@H](CC)c1ccc(F)cc1	99	74	88	87	·	127	101	90	105
COc1ccc(C(=O)N2NC(=O)/C(=C/c3ccc(F)cc3)N=C2c2ccccc2)cc1	69	92	95	81	85	96	97	79	73
Cc1nc2sc3c(=O)[nH]c(C(F)(F)F)nc3c2c(C)c1Br	103	76	88	92	101	133	102	102	107
CC(C)(C)C1Sc2nc3ccccc3n2C1=O (stereo not given)	114	89	100	89	95	102	120	98	104
COc1ccc2cc(C(C)NC(=O)Nc3ccc(S(N)(=O)=O)cc3)ccc2c1 (stereo not given)	93	·	79	51	101	·	·	100	112
COc1cc2nc(Cl)nc(Nc3cccc(C4=NN(C(C)=O)C(c5ccc(F)cc5)C4)c3)c2cc1OC (stereo not given)	104	64	92	78	87	105	93	83	68
CCCC(=O)OC(C)COc1ccccc1C(C)CC (stereo not given)	106	103	82	79	96	91	105	95	108
CN(C)CC(=O)Nc1ccc(Cn2nnc3c2C(=O)c2nnn(Cc4ccc(NC(=O)CN(C)C)cc4)c2C3=O)cc1	-27*	-21*	-52*	-88*	-47*	-14*	-51*	-76*	1.9*
CCN(CC)c1ccc(/C=N/NC(=O)CSc2nc3ccccc3c(=O)n2CCc2ccc(S(N)(=O)=O)cc2)c(O)c1	27	28	42	11	28	31	36	50	26
COC(=O)c1cccc(F)c1C(=O)c1cccc2ccccc12	98	77	93	92	101	102	85	115	97
O=C(CN1C(=O)/C(=C\c2ccc(Cl)cc2)SC1=S)Nc1ncc(Cc2ccccc2)s1	102	80	108	102	101	100	98	103	99
COc1ccc(C(C)C(C)=O)cc1 (stereo not given)	101	88	107	110	104	103	114	103	103
Cc1ccc(C)c2c1sc1nc3nc4sc5ccccc5n4c(=N)c3c(=O)n12	108	78	104	92	105	162	95	100	102
CS(=O)(=O)c1ccc(Cl)c([N+](=O)[O-])c1	68	5.9*	95	105	107	108	109	98	99
N#Cc1c(NN)nc(=S)[nH]c1-c1cccs1	91	66	102	93	104	112	110	105	97
Ic1ccccc1I	108	79	107	99	105	105	98	92	100
O=C(c1ccc(Cl)cc1)C1Oc2ccccc2C1O (stereo not given)	108	73	103	96	95	127	103	96	98
CC(c1ccccc1)N1C(=O)CSC1=S (stereo not given)	18	49	1.1*	5.9*	62	42	53	21	9.1*
COc1ccc(/C=N/Nc2ccc([N+](=O)[O-])cn2)cc1	108	99	106	107	98	110	108	102	109
CCCCCCC(C)OC(=O)/C=C/c1ccccc1 (stereo not given)	100	91	102	118	97	88	107	105	116
COc1ccc(C2=C/C(=C\c3ccc(Cl)cc3)C(=O)N2/N=C/c2ccc(Cl)cc2)cc1	99	79	87	109	88	87	108	103	99
CCC(COC(=O)c1ccccc1)NC(C)C (stereo not given)	109	83	108	101	109	111	102	103	104
O=C1C=C(Nc2ccccc2)c2ccccc2C1=O	94&31	80&65	119&103	6.6*!	94&21	136&149	90&54	99&100	89&14
CC(=O)Nc1nnc(SCc2ccccc2)s1	99	90	101	100	95	93	99	100	108
Cc1ccc(NC(=O)CSc2nc3ccccc3c(=O)n2CCc2ccccc2)cc1	92	95	97	87	92	109	103	104	91
COC(C)CCOC(=O)c1cccc(C)c1 (stereo not given)	103	94	96	101	98	89	113	103	104
CC(C)/C=N/Nc1ccc([N+](=O)[O-])cc1[N+](=O)[O-]	83	55	86	86	97	91	89	96	78
O=S(=O)(O)c1cc(Nc2nc(Nc3ccccc3)nc(Nc3ccccc3)n2)ccc1/C=C/c1ccc(Nc2nc(Nc3ccccc3)nc(Nc3ccccc3)n2)cc1S(=O)(=O)O	100	91	102	83	101	·	98	107	100
CSc1ncccc1C(=O)OCC(=O)Nc1oc(C)c2c(C)n[nH]c(=O)c12	105	92	116	109	103	102	113	92	103
Cc1cc(Br)cc(Br)c1OCC(=O)O	113	86	101	108	·	101	93	106	102
COc1ccccc1N1C(=N)S/C(=C\c2ccc(OCc3ccccc3F)cc2)C1=O	88	59	108	68	81	104	109	88	81
COC(C(=O)[C@@H](O)[C@@H](C)O)[C@@H]1Cc2cc3cc(O[C@H]4C[C@@H](O[C@H]5C[C@@H](O)[C@H](O)C(C)O5)[C@H](O)C(C)O4)c(C)c(O)c3c(O)c2C(=O)[C@H]1O[C@H]1C[C@@H](O[C@H]2C[C@@H](O[C@H]3C[C@@H](O)[C@H](OC)C(C)O3)[C@@H](O)C(C)O2)[C@H](O)C(C)O1 (stereo not given in full)	11	-8.2*	-14*	12	16	-2.0*	1.1*	4.6*	8.5*
CCCCCCc1cc2cc(-c3csc(/C=C/c4ccccc4)n3)c(=O)oc2cc1O	2.0*	13	-38*	12	35	49	-25*	30	19
O=C(CSc1cc[n+](CCCCF)c2ccccc12)n1ccc2ccccc21	102	68	99	97	99	142	116	104	100
CCN(CC)C(=O)C1(c2ccccc2)CC1CN (stereo not given)	107	82	103	99	107	105	113	106	97
CC(=O)NC1=NC(=O)/C(=C/c2ccccc2Cl)N1C	108	104	111	103	95	110	86	105	106
Cc1ccccc1-n1nnc(C(=O)Nc2cnc3ccccc3n2)c1C	96	89	84	91	95	102	94	95	83
CCCCN(CCCC)CCc1c(C)cc(C)c(CCN(CCCC)CCCC)c1O	24	28	12	6.6*	23	37	20	41	37
N#CCCN(CCC#N)C(CC(=O)O)C(=O)O (stereo not given)	106	86	107	103	97	98	109	99	110
COc1ccc(-c2nc(-c3nc4ccc(Cl)cc4[nH]3)c3ccccn23)cc1	75	-25*	35	4.9*	53	-12*	69	-73*	63
COC(=O)C1CC(n2cc(-c3ccc4cc(OC)ccc4c3)nn2)CN1C(=O)c1cc(OC)c(OC)c(OC)c1 (stereo not given)	101	74	80	92	100	104	98	92	103
C#CCOc1ccc(C(Nc2ccc(Cl)cc2)c2nnnn2C2CCCCC2)cc1 (stereo not given)	94	65	92	61	86	95	99	92	80
CCCCCCCC/C=C\CCCCCCCCOc1ccc(CCOP(=O)(O)OCC[N+](C)(C)C)cc1	95	89	62	76	93	26	96	91	88
NS(=O)(=O)c1ccccc1NC(=O)Nc1nc2ccccc2s1	101	84	98	99	98	153	96	98	100
CC(C)c1ccc(Cc2cnc(NC(=O)c3ccc(-n4cnnn4)cc3)s2)cc1	85	51	83	50	78	67	101	83	68
CN1C[C@]2(NC(=S)N(Cc3ccccc3)C2=O)[C@]2(C1)C(=O)NC1C=CC(Cl)=C[C@H]12 (stereo not given in full)	105	80	84	91	102	99	101	102	103
Cn1cc(-c2csc(-c3c[nH]c4ccc(Cl)cc34)n2)c2cccnc21	104	77	72	90	89	84	86	104	88
CCCCCCCCN(CCCCCCCC)CC(O)c1ccc(Br)c(C)c1 (stereo not given)	72	60	51	50	61	93	93	97	89
S=c1[nH]cnc(S)c1Br	109	86	84	98	98	96	105	98	108

Reformatted comma-delimited: part of the list above.
canonical_smiles,SW-620,UO-31,HT29,HCT-116,SN12C,TK-10,HCC-2998,786-0,HCT-15
COc1ccccc1N1C(=N)S/C(=C\c2ccc(OCc3ccccc3F)cc2)C1=O,88,59,108,68,81,104,109,88,81
COC(C(=O)[C@@H](O)[C@@H](C)O)[C@@H]1Cc2cc3cc(O[C@H]4C[C@@H](O[C@H]5C[C@@H](O)[C@H](O)C(C)O5)[C@H](O)C(C)O4)c(C)c(O)c3c(O)c2C(=O)[C@H]1O[C@H]1C[C@@H](O[C@H]2C[C@@H](O[C@H]3C[C@@H](O)[C@H](OC)C(C)O3)[C@@H](O)C(C)O2)[C@H](O)C(C)O1 (stereo not given in full),11,-8.2*,-14*,12,16,-2.0*,1.1*,4.6*,8.5*
CCCCCCc1cc2cc(-c3csc(/C=C/c4ccccc4)n3)c(=O)oc2cc1O,2.0*,13,-38*,12,35,49,-25*,30,19
O=C(CSc1cc[n+](CCCCF)c2ccccc12)n1ccc2ccccc21,102,68,99,97,99,142,116,104,100
CCN(CC)C(=O)C1(c2ccccc2)CC1CN (stereo not given),107,82,103,99,107,105,113,106,97
CC(=O)NC1=NC(=O)/C(=C/c2ccccc2Cl)N1C,108,104,111,103,95,110,86,105,106
Cc1ccccc1-n1nnc(C(=O)Nc2cnc3ccccc3n2)c1C,96,89,84,91,95,102,94,95,83
CCCCN(CCCC)CCc1c(C)cc(C)c(CCN(CCCC)CCCC)c1O,24,28,12,6.6*,23,37,20,41,37
N#CCCN(CCC#N)C(CC(=O)O)C(=O)O (stereo not given),106,86,107,103,97,98,109,99,110
COc1ccc(-c2nc(-c3nc4ccc(Cl)cc4[nH]3)c3ccccn23)cc1,75,-25*,35,4.9*,53,-12*,69,-73*,63
COC(=O)C1CC(n2cc(-c3ccc4cc(OC)ccc4c3)nn2)CN1C(=O)c1cc(OC)c(OC)c(OC)c1 (stereo not given),101,74,80,92,100,104,98,92,103
C#CCOc1ccc(C(Nc2ccc(Cl)cc2)c2nnnn2C2CCCCC2)cc1 (stereo not given),94,65,92,61,86,95,99,92,80
CCCCCCCC/C=C\CCCCCCCCOc1ccc(CCOP(=O)(O)OCC[N+](C)(C)C)cc1,95,89,62,76,93,26,96,91,88
NS(=O)(=O)c1ccccc1NC(=O)Nc1nc2ccccc2s1,101,84,98,99,98,153,96,98,100
CC(C)c1ccc(Cc2cnc(NC(=O)c3ccc(-n4cnnn4)cc3)s2)cc1,85,51,83,50,78,67,101,83,68
CN1C[C@]2(NC(=S)N(Cc3ccccc3)C2=O)[C@]2(C1)C(=O)NC1C=CC(Cl)=C[C@H]12 (stereo not given in full),105,80,84,91,102,99,101,102,103
Cn1cc(-c2csc(-c3c[nH]c4ccc(Cl)cc34)n2)c2cccnc21,104,77,72,90,89,84,86,104,88
CCCCCCCCN(CCCCCCCC)CC(O)c1ccc(Br)c(C)c1 (stereo not given),72,60,51,50,61,93,93,97,89
S=c1[nH]cnc(S)c1Br,109,86,84,98,98,96,105,98,108
